TLR9-MyD88 inh: inhibitors of TLR9-MyD88 association in cells, primary screen, cell-based, CHO, BLA complementation, fluorescence. hit rate 0.21% among 340,000. inhibition, % at 4.98 µM. CCF4 FRET ratio. Toll-like receptor 9 (Homo sapiens) + Myeloid differentiation primary response protein …;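 active = inhibition above the mean over all tested compounds plus 3 SD, cut at about 21% in these data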;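 note: 0% = DMSO only wells and 100% = clavulanate BLA inhibitor control wells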
Granule exo inh: LAMP-1 surface exposure blockers, TALL-104 cells – cell-based, flow cytometry, MLPCN library, primary screen | TALL-104 LAMP-1 surface exposure; cells stimulated with thapsigargin and PMA | inhibition, % at 10 µM | hit rate 0.66% among 360,000 | AID 651702, 2012;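 active = inhibition above about 55%, limit read from the data; inconclusive = no clear call, values can overlap the other calls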
N-glyco inh: increase of ERlucT glycosylation luciferase signal, primary screen, N-linked glycosylation inhibitor project, D54 ERlucT cells, luminescence, set 2; reporter increase, % at 12.5 µM; D54 ERlucT glycosylation luciferase reporter, 24 h; percent of 100 nM tunicamycin response; hit rate 0.23% among 360,000;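 active = mean luciferase reporter signal, scaled so untreated is 0 and the glycosylation-blocking control 100, at or above a set limit in every replicate; inconclusive = mean reaches the limit but not every replicate does; inactive = mean below the limit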;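 note: luciferase carries N-glycosylation sites so blocking glycosylation raises the light; 0% = median of neutral control wells and 100% = median of 100 nM tunicamycin wells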
ABHD5 PLIN5 PPI: ABHD5-PLIN5 interaction inhibitors, primary screen, cell lysate, split luciferase complementation, luminescence | inhibition, % at 4 µM | Perilipin-5 (Homo sapiens) + 1-acylglycerol-3-phosphate O-acyltransferase ABHD5 (Homo … | hit rate 0.78% among 360,000 | Split G. princeps luciferase complementation, 4 h;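 active = inhibition above the mean inhibition across every tested compound plus 3 SD, cut at about 22% in these data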;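 note: 0% = DMSO only wells and the 100% control is not disclosed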
Target sequence (Q00G26 whole entry, looked up): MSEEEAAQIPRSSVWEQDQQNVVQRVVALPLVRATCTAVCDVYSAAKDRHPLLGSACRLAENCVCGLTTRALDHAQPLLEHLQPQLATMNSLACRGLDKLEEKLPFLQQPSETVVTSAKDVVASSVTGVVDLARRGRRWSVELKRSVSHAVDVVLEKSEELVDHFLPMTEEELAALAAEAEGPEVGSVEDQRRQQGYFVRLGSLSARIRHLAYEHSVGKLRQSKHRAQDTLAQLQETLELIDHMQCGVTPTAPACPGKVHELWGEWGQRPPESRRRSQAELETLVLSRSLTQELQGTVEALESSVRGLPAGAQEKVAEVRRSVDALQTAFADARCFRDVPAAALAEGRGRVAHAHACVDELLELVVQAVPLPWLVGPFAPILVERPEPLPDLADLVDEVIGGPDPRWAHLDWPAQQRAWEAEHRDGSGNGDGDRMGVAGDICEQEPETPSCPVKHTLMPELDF
Target sequence (Q8WTS1 whole entry, looked up): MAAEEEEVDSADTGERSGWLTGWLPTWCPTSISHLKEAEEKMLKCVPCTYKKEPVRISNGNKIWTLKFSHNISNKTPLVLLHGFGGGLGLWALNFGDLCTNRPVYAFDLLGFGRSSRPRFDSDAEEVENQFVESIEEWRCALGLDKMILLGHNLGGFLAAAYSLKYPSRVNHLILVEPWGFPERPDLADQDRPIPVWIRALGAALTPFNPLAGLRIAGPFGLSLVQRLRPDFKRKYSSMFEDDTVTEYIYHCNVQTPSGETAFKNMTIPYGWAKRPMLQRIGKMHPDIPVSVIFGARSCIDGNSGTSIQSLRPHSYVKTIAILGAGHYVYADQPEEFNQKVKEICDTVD
NOD2 RIPK2 PPI: NOD2-RIPK2 binding disruptors in cells, primary screen, fluorescence, CHO cells, BLA complementation; Receptor-interacting serine/threonine-protein kinase 2 (Homo sapiens), O43353; CCF4 ratio; inhibition, % at 4.98 µM; hit rate 0.38% among 360,000; in the data active = inhibition above about 21%;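 note: 0% = vehicle only and 100% = reference blocker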
MC4R antagonist: MC4R antagonists of cAMP signaling, primary screen, cell-based, TR-FRET, antagonist arm of biased-ligand search; Melanocortin receptor 4 (Homo sapiens), P32245; MC4R-expressing cells, MTII-stimulated cAMP, LANCE TR-FRET; inhibition, % at 6.5 µM; hit rate 0.48% among 360,000; AID 540295, 2011;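 active = inhibition above its plate's cutoff, the mean of tested wells on that plate plus 3 SD, cut at about 29% in these data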;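 note: 0% = Melanotan II alone and 100% = Melanotan II plus saturating MCL0020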
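Material: human MC4R-expressing U2OS cells. Probe or stimulus: Melanotan II challenge. Dosing: 6.5 µM single dose. Times: 30-min compound, 1-h challenge, 1-h detection, room temperature. Technique: TR-FRET with Eu-cAMP and labeled anti-cAMP, 671 nm. Replication: singlicate.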
aDG glyco act: activators of alpha-DG glycosylation, primary screen, uHTS, Pro5-aDG cells, AlphaScreen; alpha-DG glycosylation AlphaScreen (IIH6); 0% Pro5, 100% B10-LARGE cell signal; activation, % at 10 µM; hit rate 0.22% among 360,000; AID 624168, 2012;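 active = activation of at least 8% versus controls, or a plate z-score of at least 8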;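 note: Pro5 are CHO cells carrying HIG-tagged alpha-DG that lacks glycosylation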
MC4R barr agon: MC4R agonists recruiting beta-arrestin, primary screen, cell-based, luminescence, agonist arm of biased-ligand search; activation, % at 8.9 µM; hit rate 0.98% among 360,000; U2OS MC4R beta-arrestin complementation; percent of melanotan II response, DMSO zero; Melanocortin receptor 4 (Homo sapiens), P32245; AID 540308, 2011;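 active = activation above a per-plate cutoff, the mean activation of sample wells on that plate plus 3 SD, cut at about 8% in these data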
ABCB6 inh 2: ABCB6 transporter inhibitors, primary screen, K562-ABCB6 cells, flow cytometry, MLPCN library; ATP-binding cassette sub-family B member 6 (Homo sapiens), Q9NP58; hit rate 0.19% among 360,000; fluorescence ratio to DMSO, % at 10 µM; K562-ABCB6 porphyrin accumulation, 1 h; stronger effect = lower value;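 active = fluorescence ratio to DMSO below 75%, the collection mean minus 3 SD; inconclusive = too few cells collected in the well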;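 note: signal is porphyrin accumulated inside mitochondria; 100% equals median channel fluorescence of DMSO control wells; lower ratio means ABCB6 inhibition with less porphyrin fluorescence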
Vif imaging: HIV Vif self-association inhibitors, primary screen, imaging, HEK293T, single point | HEK293T cells, Vif self-association by quenched fluorescence, 24 h | AID 602346, 2012 | inhibition, % at 7.49 µM | hit rate 0.35% among 340,000; in the data active = inhibition above about 50%, passing the limit was not always enough; inconclusive = no clear call, values can overlap the other calls; inactive = below about 31%; note: some results filed as inactive read as strong as hits
* marks the source's active call; other numbers are inactive results; ? = inconclusive; nt = not tested or not shown. The list is partial, so the mix of outcomes need not match the whole.

N-glyco inh	ABHD5 PLIN5 PPI	MC4R antagonist	aDG glyco act	Vif imaging	NOD2 RIPK2 PPI	MC4R barr agon	Granule exo inh	TLR9-MyD88 inh	ABCB6 inh 2	Compound
-5	5	9	-0.4	8	-8	-2.1	1	-2	93	COc1ccccc1NS(=O)(=O)c1cc(NC(=O)c2ccccc2F)ccc1N1CCOCC1
-1	-5	2	-0.2	1	3	-1.7	2	-4	98	CCCCN=C(Nc1ccc(Cl)cc1)c1cccnc1
1	-4	4	0.1	-3	-2	-1.1	-1	-3	102	N#Cc1cccc(NC(=O)CN2CCN(Cc3ccccc3)CC2)c1
3	-1	7	0.3	4	-28	1.7	-1	-7	92	CC(=O)NC(CCS(C)(=O)=O)C(=O)Nc1nccs1 (configuration not stated)
0	0	2	-0.1	3	-4	-2.2	0	11	97	Cc1ccc(N/C(CSC(N)=O)=N/S(=O)(=O)c2ccccc2)cc1
nt	0	nt	0.0	nt	-3	nt	-3	nt	90	COc1ccc(CN2C(=O)CCC2(C)c2nnnn2-c2c(C)cccc2C)cc1OC (configuration not stated)
2	2	1	0.6	-5	-10	-0.7	0	-8	94	C[C@@H]1O[C@@H](O[C@H]2[C@H](Oc3cc(O)c4c(c3)OC(c3ccc(O)cc3)CC4=O)O[C@H](CO)[C@@H](O)[C@@H]2O)[C@H](O)[C@H](O)[C@H]1O (some centres not stated)
2	1	12	0.1	-1	-5	-1.3	0	-4	98	O=C(NCc1ccccc1)NC1CCS(=O)(=O)C1 (configuration not stated)
0	-1	-6	-0.2	-4	-5	-0.2	-2	nt	93	COc1cc(NS(=O)(=O)c2ccc(NC(=S)NC(=O)c3ccco3)cc2)ncn1
1	-12	9	-0.1	-1	5	2.6	0	nt	97	COc1ccc(C(C)(O)c2nc(/C=C/c3ccccc3)cs2)cc1 (configuration not stated)
-2	-3	0	0.0	-11	-16	-0.7	-7	4	96	COc1ccc(/C=C(\C)c2nc(C)c(-c3ccccc3)c(=O)[nH]2)cc1
1	-1	-5	0.0	-4	-8	-0.2	18	-6	103	COc1ccc(/C=N/NC(=O)c2ccc3c(c2)OCO3)c(C(=O)O)c1OC

Given bar-delimited: two of the compounds above.
SMILES | N-glyco inh | ABHD5 PLIN5 PPI | MC4R antagonist | aDG glyco act | Vif imaging | NOD2 RIPK2 PPI | MC4R barr agon | Granule exo inh | TLR9-MyD88 inh | ABCB6 inh 2
CC(=O)NC(CCS(C)(=O)=O)C(=O)Nc1nccs1 (configuration not stated) | 3 | -1 | 7 | 0.3 | 4 | -28 | 1.7 | -1 | -7 | 92
Cc1ccc(N/C(CSC(N)=O)=N/S(=O)(=O)c2ccccc2)cc1 | 0 | 0 | 2 | -0.1 | 3 | -4 | -2.2 | 0 | 11 | 97

Next section
N-glyco inh	ABHD5 PLIN5 PPI	MC4R antagonist	aDG glyco act	Vif imaging	NOD2 RIPK2 PPI	MC4R barr agon	Granule exo inh	TLR9-MyD88 inh	ABCB6 inh 2	Compound
2	1	14	0.1	-2	-4	-1.9	2	4	98	CC(C(=O)Nc1ccc(C(=O)O)cc1)N1C(=O)c2ccccc2C1=O (configuration not stated)
1	1	0	-0.3	4	-5	-1.3	0	-9	100	COC(=O)c1nn(-c2ccccc2)c(=O)cc1O
-1	15	5	0.4	-18	0	0.0	-3	-4	91	CCNC(=O)Cc1ccc(NS(=O)(=O)c2ccc(F)cc2)cc1
-3	-11	13	-0.1	-9	-6	-0.4	-2	-10	78	COc1ccc(N(CCOc2ccccc2)S(=O)(=O)c2ccccc2)cc1
0	-9	9	0.7	-11	-5	15*	0	nt	98	Cc1ccccc1OC1(C)CCN(Cc2ccc(-c3ccccn3)cc2)C1 (configuration not stated)
2	0	4	-0.1	0	-11	-1.6	3	1	98	CC(C)N(CCO)C(=O)CCc1nnc(CCCc2ccccc2)o1
-3	12	8	0.4	-9	1	1.9	1	-9	97	CCN1CC(CN(C)Cc2cn(-c3cccc(C)c3)nc2-c2cccc(F)c2)CC1=O (configuration not stated)
0	8	2	-0.5	0	-12	-1.2	-9	3	100	Cc1ccc(C2=CC(=O)CC(C)(C)C2)cc1
0	0	4	-0.1	-5	2	-1.1	-4	-2	94	O=C(CCNS(=O)(=O)c1ccccc1C(F)(F)F)N1CCN(S(=O)(=O)c2cccc(Cl)c2)CC1
nt	5	nt	0.2	nt	12	nt	0	nt	nt	COC(=O)[C@@]12C[C@@H](CC(=O)NCc3ccccc3)C(=O)N(Cc3ccccc3)C1=CCC(C)(C)C2
2	6	-3	-0.2	6	-7	-0.2	-2	-3	100	CCOC(=O)c1[nH]c2ccc(F)cc2c1NC(=O)Nc1ccccc1OC
3	0	-5	0.2	-4	-4	-1.9	4	-13	100	O=c1cc(-c2ccc(O)c(O)c2)oc2cc(O)c([C@@H]3O[C@H](CO)[C@@H](O)[C@H](O)[C@H]3O)c(O)c12

Following part
N-glyco inh	ABHD5 PLIN5 PPI	MC4R antagonist	aDG glyco act	Vif imaging	NOD2 RIPK2 PPI	MC4R barr agon	Granule exo inh	TLR9-MyD88 inh	ABCB6 inh 2	Compound
1	-4	8	-0.1	-2	2	0.8	2	2	102	CCOC(=O)c1cn(CC)c2cc(F)c(F)cc2c1=O
1	1	0	-0.1	-7	-1	-1.7	2	10	97	O=C(O)COCC(=O)Nc1ccc(OCCc2ccccc2)cc1
-1	6	5	0.2	-2	8	-3.4	4	1	88	CC1=Nc2cc(Cl)ccc2Oc2ccccc21
-7	8	11	1.8	3	-16	-2.3	9	-7	94	Cc1ccc(NS(=O)(=O)c2cc(C(=O)Nc3cccc([N+](=O)[O-])c3)ccc2C)cc1
1	2	6	0.1	9	0	-0.9	-2	-10	93	O=C(NCc1ccco1)C1CC(=O)N(c2ccc(O)cc2)C1 (configuration not stated)
1	-2	12	0.2	-1	3	-2.1	1	-4	101	O=P(Cc1ccccc1)(c1ccccc1)c1ccccc1
1	-3	7	0.0	2	1	-2.0	0	3	96	Cn1cnnc1SCC(=O)NCCC(c1ccccc1)c1ccccc1
-4	6	-5	-0.3	?	8	-1.8	-6	4	101	O=C1C=C(O)c2c(O)cc(O)c(O)c2C1=O
0	3	9	0.1	-4	-18	0.1	-1	-15	93	COc1cc(/C=C/C(=O)OCC(=O)Nc2cc(S(=O)(=O)N3CCCC3)ccc2Cl)cc(OC)c1OC
-1	2	2	-0.1	4	-14	-2.2	0	0	98	COc1ccc(C)cc1NC(=O)C1COc2ccccc2O1 (configuration not stated)
0	1	11	-0.3	1	0	-1.9	12	7	100	O=C(N/C=C/n1cnc2cc(C(F)(F)F)ccc21)c1ccccc1F
10	-8	9	0.2	6	3	-2.2	-2	-3	102	COC(=O)N1CC=CC1(C)C(=O)NCc1cc(F)cc(C(F)(F)F)c1 (configuration not stated)

Continuation:
N-glyco inh	ABHD5 PLIN5 PPI	MC4R antagonist	aDG glyco act	Vif imaging	NOD2 RIPK2 PPI	MC4R barr agon	Granule exo inh	TLR9-MyD88 inh	ABCB6 inh 2	Compound
5	-4	2	0.1	26	-5	-0.4	-1	-6	95	CCn1c(SCC(=O)N2CCCCC2)nc2c1c(=O)n(C)c(=O)n2C
-5	2	25	3.8	-12	-1	0.6	0	5	96	CCOC(=O)c1cnc(-n2nc(C)cc2C)nc1NCc1ccc2c(c1)OCO2
1	0	11	-0.4	13	-5	-3.0	-5	-1	107	CCc1onc(C)c1C(=O)Nc1ccc2c(c1)OCO2
0	-3	18	-0.1	-5	11	-0.2	-1	11	76	O=C(Oc1c(-c2ccco2)oc2ccccc2c1=O)c1cccnc1
-2	4	0	-0.1	-4	1	-1.5	5	6	102	CCOC(=O)N1CCN(S(=O)(=O)c2ccc(Cl)cc2)CC1
2	-5	4	-0.1	-4	-17	-4.3	-1	8	100	CCc1nnc(NS(=O)(=O)c2ccc(NC(=O)c3cccc(Br)c3)cc2)s1
-2	-5	8	0.2	nt	9	18*	19	nt	101	O=C(NC(c1ccc(Cl)cc1)c1ccccn1)C1CCN(CCOc2ccc(Cl)cc2Cl)CC1 (configuration not stated)
-1	-2	-4	-0.1	6	-1	1.3	-3	-10	96	CCCn1c(=O)c(/C(N)=N/O)nn(-c2cccc(C(F)(F)F)c2)c1=O
-4	11	5	-0.1	10	-10	-1.4	4	-1	98	COc1ccc(S(=O)(=O)N2CCOC2CNC(=O)C(=O)NCc2ccc(F)cc2)cc1 (configuration not stated)
4	1	5	-0.3	-2	3	-1.0	0	-9	103	O=C(O)c1cc2nc3c(c(C(F)(F)F)n2n1)CCCC3
-4	3	13	0.3	22	-5	-0.9	-3	0	108	Cc1cnc(NC(=O)CSc2nc3ccccc3c(=O)[nH]2)s1
0	-6	16	0.4	5	-1	0.5	-1	-10	95	CCC(=O)c1ccc(N2CCN(C(=O)Cc3ccccc3)CC2)c(F)c1

Carrying on.
N-glyco inh	ABHD5 PLIN5 PPI	MC4R antagonist	aDG glyco act	Vif imaging	NOD2 RIPK2 PPI	MC4R barr agon	Granule exo inh	TLR9-MyD88 inh	ABCB6 inh 2	Compound
0	6	7	-0.1	3	-8	1.3	3	1	95	Cc1cc2ncc(C(=O)N=CN(C)C)cn2n1
0	5	9	-0.3	22	-11	-1.6	-5	-6	106	O=C(O)c1ccccc1OCCOc1ccccc1
-1	-3	5	-0.2	-3	4	-4.1	6	-9	100	COc1cccc(CNC(=O)CCc2nc3cc(S(=O)(=O)N4CCOCC4)ccc3n2C)c1
-1	5	9	0.0	5	-9	0.8	-10	-14	76	COCCNc1nc2c(c(=O)n(C)c(=O)n2C)n1CCCc1ccccc1

Screens (PubChem BioAssay)
